Compound activity (PubChem)
TRPC4 agonist: opens the mouse TRPC4 cation channel; B-score at 10 µM; Q9QUQ5; hit rate 0.49% among 310,000; AID 2237; HEK293 TRPC4beta/mu-opioid, Fluo4 calcium fluorescence; active compounds read high;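 active = B-score above 5 SD of library B-scores, and initial fluorescence ratio not above library mean plus 5 SD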;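 also: positive B-score marks a calcium rise read as TRPC4 activation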
Target sequence (Q9QUQ5 whole entry, looked up): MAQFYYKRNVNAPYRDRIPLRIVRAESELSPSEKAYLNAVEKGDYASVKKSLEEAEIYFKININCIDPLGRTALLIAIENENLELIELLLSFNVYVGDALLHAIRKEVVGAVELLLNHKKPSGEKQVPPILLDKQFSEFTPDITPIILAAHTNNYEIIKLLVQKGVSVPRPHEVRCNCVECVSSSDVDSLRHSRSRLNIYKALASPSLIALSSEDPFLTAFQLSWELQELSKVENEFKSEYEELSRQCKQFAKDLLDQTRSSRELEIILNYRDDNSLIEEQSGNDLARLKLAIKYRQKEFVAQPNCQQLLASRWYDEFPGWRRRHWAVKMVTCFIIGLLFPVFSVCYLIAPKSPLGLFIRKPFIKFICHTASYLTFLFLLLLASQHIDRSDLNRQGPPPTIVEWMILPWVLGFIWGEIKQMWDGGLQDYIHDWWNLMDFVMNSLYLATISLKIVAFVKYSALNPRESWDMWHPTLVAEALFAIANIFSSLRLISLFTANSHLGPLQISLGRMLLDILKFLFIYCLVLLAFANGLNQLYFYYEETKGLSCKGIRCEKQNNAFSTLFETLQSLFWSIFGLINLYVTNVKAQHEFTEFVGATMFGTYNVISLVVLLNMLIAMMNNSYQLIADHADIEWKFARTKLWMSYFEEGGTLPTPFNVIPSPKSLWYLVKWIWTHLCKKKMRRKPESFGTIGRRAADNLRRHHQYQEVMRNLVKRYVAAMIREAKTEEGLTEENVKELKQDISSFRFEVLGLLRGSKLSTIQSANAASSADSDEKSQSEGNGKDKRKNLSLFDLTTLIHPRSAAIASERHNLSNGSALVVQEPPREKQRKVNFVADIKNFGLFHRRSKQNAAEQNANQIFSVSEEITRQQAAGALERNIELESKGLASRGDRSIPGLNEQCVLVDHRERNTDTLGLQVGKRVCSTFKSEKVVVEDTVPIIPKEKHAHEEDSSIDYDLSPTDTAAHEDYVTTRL
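Assay system: HEK293 stable line with TRPC4beta plus mu-opioid receptor; schedule: 45 min room-temperature Fluo4 loading, 110 s read; technique: kinetic Fluo4 calcium fluorescence; evaluation: integrated baseline-normalised fluorescence ratio, converted to per-well B score; controls: buffer (low) and maximal DAMGO (high)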
MrgX1 antagonist: blocks BAM8-22 activation of human MrgX1 receptor | MRGX1-HEK293 calcium flux, Fluo-4, BAM8-22 antagonism; active compounds read low | B-score at 10 µM | hit rate 1.3% among 310,000 | AID 588676;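 active = calcium-response B-score plate-corrected more than 3 library SD below zero, starting fluorescence within 5 deviations, no agonist response on first addition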;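 also: peak minus trough fluorescence over baseline after final BAM8-22 challenge near maximal dose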
KLF5 inhibitor: inhibitors of KLF5 expression. DLD-1 KLF5 promoter-luciferase reporter, luminescence. AID 1700. hit rate 0.23% among 290,000. inhibition, % at 5 µM;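 active = inhibition above a per-plate limit of that plate's mean compound inhibition plus 3 SD, cut at about 60% in these data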;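 also: 0% = DMSO wells and 100% = LY294002 at 200 µM; higher means less KLF5 promoter-driven luciferase light; inactives centre near -14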
IEC-6 cytotox: kills IEC-6 intestinal cells in KLF5 counter-screen | hit rate 0.78% among 290,000 | inhibition, % at 5 µM | IEC-6 cytotoxicity, luminescence viability; in the data active = inhibition above about 22%;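 also: 0% = plate median of test compound wells and 100% = cytotoxic reference compound wells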
TRPC4 PAM: allosterically enhances the mouse TRPC4 cation channel. hit rate 0.42% among 310,000. B-score at 10 µM. HEK293 TRPC4beta/mu-opioid, DAMGO EC20, Fluo-4 Ca2+ flux; active compounds read high;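 active = B-score of calcium response area above 5 SD of library B-scores, with initial fluorescence ratio within 5 SD of library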;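 also: B-score of integrated fluorescence ratio over time as area under calcium response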
TRPC6 activator: activators of mouse TRPC6 channel; Q61143; HEK293-TRPC6 membrane potential dye fluorescence; active compounds read high; B-score at 10 µM; hit rate 0.13% among 310,000; AID 2550;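 active = B-score of the integrated fluorescence ratio above library mean plus 3 SD, and starting fluorescence ratio within library mean plus 5 SD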;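 also: higher score means more depolarization so channel activation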
TRPC4 block: blocks the mouse TRPC4 cation channel; AID 2247; hit rate 0.39% among 300,000; B-score at 10 µM; HEK293 TRPC4beta/mu-opioid, DAMGO-evoked Fluo4 calcium flux; active compounds read low; Q9QUQ5;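 active = B-score over 3 SD under the library average, no early fluorescence shift, positive overall ratio signal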
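Material: HEK293 cells with stable TRPC4beta plus mu-opioid receptor expression; probe or stimulus: DAMGO in two steps, submaximal then maximal; technique: Fluo4 calcium fluorescence by kinetic imaging, 5 s 1 Hz baseline; measure: integrated fluorescence ratio relative to baseline, converted to per-well B score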
SKKanGAS inh: SKKanGAS growth inhibition. S. pyogenes SKKanGAS, kanamycin growth, BacTiter-Glo, 6 h. inhibition, % at 7.5 µM. hit rate 1.3% among 300,000;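 active = mean replicate score, as percent of positive control median, at least 50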;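 also: strain carries kanamycin resistance gene driven by streptokinase promoter and grows in 40 µg/ml kanamycin; loss of luminescence reflects streptokinase promoter inhibition or plain growth inhibition; 0% = median of DMSO wells and 100% = positive control at its reference dose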
aSyn UTR inh: 5' untranslated region of α-synuclein, MLPCN primary screen. alpha-synuclein 5'UTR reporter, inhibitor activity. inhibition, % (tested at 7.5 µM). hit rate 0.82% among 300,000; in the data active = inhibition above about 60%;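 also: H4 neuroglioblastoma cells stably carrying SNCA 5'UTR luciferase fusion; 0% = DMSO wells and 100% = positive control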
HIF act: HIF pathway transcriptional activation; U2OS HRE-luciferase reporter, luminescence; normalized: DMSO 0%, desferrioxamine 100%; activation, % at 7.5 µM (by protocol); hit rate 0.32% among 300,000; AID 1910;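 active = mean activation of at least 10% of the iron chelator positive control signal, with at least half of replicates also reaching 10%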
TRPC6 inhibitor: blocks the mouse TRPC6 cation channel. HEK293-TRPC6, membrane potential dye, ACh-evoked depolarization; active compounds read low. hit rate 1.1% among 310,000. B-score at 10 µM. Q61143;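 active = B-score under library mean minus 3 SD, initial fluorescence not abnormally high, positive integrated signal ratio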;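 also: B-score derived from integrated fluorescence ratio over the kinetic read; more negative B-score means stronger inhibition of depolarization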
Starred values were filed as active, the others as inactive; i = inactive; . = not tested or not shown.

SMILES	TRPC4 agonist	MrgX1 antagonist	KLF5 inhibitor	IEC-6 cytotox	TRPC4 PAM	TRPC6 activator	TRPC4 block	SKKanGAS inh	aSyn UTR inh	HIF act	TRPC6 inhibitor
C=CCCC(=O)N1CCCC(C(=O)c2cccc(OC)c2)C1 (stereo not drawn)	i	i	-4	1	i	i	i	-16	1	2.1	i
COc1cc(C2CC(=O)Nc3cc(C)c(C)cc32)cc(OC)c1OC (stereo not drawn)	i	i	-29	6	i	i	i	6	11	1.3	i
O=C(NC(=S)NC1CCCc2ccccc21)c1ccco1 (stereo not drawn)	i	i	-16	0	i	i	i	14	4	-0.3	i
Cc1c(Cl)cccc1Nc1ncccc1C(=O)O	i	i	-59	-1	i	i	i	-1	-27	0.0	i
Cc1ccc(CNC(=O)C2CCCN(S(=O)(=O)c3c(C)noc3/C=C/N(C)C)C2)cc1 (stereo not drawn)	i	i	-6	-8	i	i	i	-10	-1	0.2	i
C[n+]1cc(-c2ccccc2)oc1-c1ccccc1	i	i	-5	0	i	i	i	-1	-13	-1.4	i
CCOc1ccc(CCNC(=O)COC(=O)c2cccnc2Cl)cc1OCC	i	i	.	.	i	i	i	-1	13	-1.8	i
N#CC1(c2ccccc2)CCC(=O)N1Cc1ccccc1 (stereo not drawn)	i	i	-6	-2	i	i	i	-1	7	-0.2	i
c1cc(CNCCCN2CCOCC2)ccn1	i	i	-19	-2	i	i	i	-4	4	0.4	i
COc1ccc(OC)c(S(=O)(=O)NCc2ccccc2)c1	i	i	-12	-5	i	i	i	6	4	-1.2	i
COc1ccc(C)cc1NC(=O)CSc1nnc2ccc(-c3cccnc3)nn12	i	i	.	.	i	i	i	-11	2	-0.5	i
S=C(Nc1ccc(Oc2ccccc2)cc1)N1CCOCC1	i	i	-42	-1	i	i	i	1	-34	0.9	i
CCC(C)N(C(=O)COC(=O)c1nc2nc(C)cc(C)n2n1)C1CCS(=O)(=O)C1 (stereo not drawn)	i	i	.	.	i	i	i	1	0	-0.1	i
Cc1ccccc1NC(=O)c1cc(=O)c2ccccc2o1	i	i	0	7	i	i	i	12	-6	0.2	i
Cc1cccc(OCC(=O)Nc2ccc(C(=O)O)cc2NC(=O)COc2cccc(C)c2)c1	i	i	-17	-1	i	i	i	1	-8	0.5	i
Cc1nn(Cc2ccccc2)c2c1C(c1ccncc1)C(C#N)=C(N)O2 (stereo not drawn)	i	i	.	.	i	i	i	0	-8	-0.5	i
CC(=Nc1ccccc1C(F)(F)F)c1ccncc1	i	i	-14	1	i	i	i	3	-2	-7.1	i
CN(C)S(=O)(=O)c1ccc2nc(NC(=O)c3cccs3)sc2c1	i	i	-151	0	i	i	i	-3	-108	0.9	i
CS(=O)(=O)c1ccc(CNC(=O)[C@]2(C(F)(F)F)C[C@H](CCc3ccccc3)CCCO2)cc1	i	i	.	.	i	i	i	3	-33	2.1	i
O=C(NCc1cccs1)c1ccc(N2CCCC2=O)cc1	i	i	-53	4	i	i	i	1	-106	1.3	i
CCc1ccc2[nH]c(=O)c(CN(CCN(C)C)C(=O)Nc3ccccc3)cc2c1	i	i	-4	-2	i	i	i	9	-57	-0.3	i
COc1ccc(N(CC(=O)NCC(C)C)S(=O)(=O)c2ccccc2)cc1	i	i	-11	-9	i	i	i	-1	11	0.4	i
CCc1nnc(NC(=O)c2ccc(COc3ccccc3)o2)s1	i	i	-16	6	i	i	i	-10	6	-0.4	i
CN(C)C(=O)c1cn(-c2ccccc2)c(=O)c2ccccc12	i	i	-7	-5	i	i	i	-3	0	-1.3	i
CCc1ccc(C(=O)NNc2cc(Cl)ccc2Cl)cc1	i	i	-36	13	i	i	i	-4	10	0.0	i
CC(=O)c1ccc(Sc2ccccc2)c([N+](=O)[O-])c1	i	i	-29	-5	i	i	i	-9	27	-1.0	i
O=C(Nc1ccnc(=O)[nH]1)c1sc2ccccc2c1Cl	i	i	-19	1	i	i	i	-7	-111	0.6	i
CCOC(=O)CN1C(=O)C(Sc2n[nH]c(-c3ccc(O)cc3)n2)CCc2ccccc21 (stereo not drawn)	i	i	-21	2	i	i	i	4	35	-0.1	i
Oc1ccc(C2C[C@H]3CC[C@@H]2C3)cc1O (stereo partly drawn)	i	i	-21	-5	i	i	i	3	-37	-5.3	i
CN(CC(O)COCc1cccs1)C1CCCCC1 (stereo not drawn)	i	i	-29	4	i	i	i	1	-20	-0.1	i
CC(=O)Nc1ccc(S(=O)(=O)NCC(=O)OCC(=O)NC(=O)c2cccn2C)cc1	i	i	-6	6	i	i	i	2	13	0.0	i
CCCCc1nc2cc(C(=O)NC(C)c3cnn(C)c3)ccc2o1 (stereo not drawn)	i	i	-95	-7	i	i	i	7	-77	4.3	i
CCCS(=O)(=O)N1CCCC(C(=O)NCc2ccc(C)cc2)C1 (stereo not drawn)	i	i	-23	-4	i	i	i	-5	-1	-0.4	i
Cc1csc(NC(=O)CSc2nnc(-c3ccncc3)o2)n1	i	i	-26	-1	i	i	i	2	-99	0.0	i
CCOC(=O)c1sc(NN=C(C(=O)OC)C(=O)OC)c(C(=O)OCC)c1C	i	i	9	4	i	i	i	35	16	-0.3	i
COc1cc(Cl)ccc1NC(=O)COc1ccccc1C(=O)NN	i	i	-3	5	i	i	i	12	-36	-0.2	i
Cc1cc(C(=O)CN2C(=O)NC3(CCCc4ccccc43)C2=O)c(C)n1Cc1cccs1 (stereo not drawn)	i	i	-3	0	i	i	i	4	-15	0.6	i
O=[N+]([O-])c1c(Nc2ccc(O)cc2)cc(N2CCOCC2)c2nonc12	i	i	0	-5	i	i	i	6	24	-0.4	i
CC1(C(=O)O)CCC(C(=O)N2CCCCC2)C1(C)C (stereo not drawn)	i	i	-14	-9	i	i	i	6	3	0.4	i
O=C(COc1ccc(Cl)cc1)Nc1ncc([N+](=O)[O-])s1	i	.	-103	4	i	i	i	-3	-43	-1.8	i
Cc1cccc(C)c1NC(=O)CNc1ncnc2sc(C)c(C)c12	i	i	-16	1	i	i	i	5	1	-0.3	i
CCOc1ccccc1NC(=O)Nc1ccc2c(c1)OCO2	i	i	-28	9	i	i	i	6	-85	1.0	i
CCC(=O)Nc1nnc(/C=C/c2ccccc2)s1	i	i	-165	4	i	i	i	3	-138	2.4	i
COC(=O)c1cc(C(=O)N2CCOCC2)cc([N+](=O)[O-])c1	i	i	-10	-1	i	i	i	2	-7	-0.2	i
CCn1c(SC(C)C(=O)Nc2nnc(C)s2)nnc1-c1ccco1 (stereo not drawn)	i	i	-14	1	i	i	i	-8	2	0.0	i
Cc1oc2cc(O)ccc2c(=O)c1Oc1ccc(F)cc1	i	i	-11	-3	i	i	i	1	-4	-1.6	i
COC(=O)Nc1cc([N+](=O)[O-])ccc1OC	i	i	-29	-3	i	i	i	-13	-33	-0.4	i
CN(C(=O)c1ccc(S(=O)(=O)c2cccc(Cl)c2)c([N+](=O)[O-])c1)C1CCCCC1	i	i	10	2	i	i	i	-12	-86	-0.3	i
Cc1ccc(NC(=O)C(=O)c2c(-c3ccccc3)cc3ccccn23)cc1S(=O)(=O)N1CCOCC1	i	i	7	-6	i	i	i	1	28	0.2	i
Cc1ccc2c(c1)N(C(=O)CCC(=O)N1CCCCC1)CCO2	i	i	-40	-6	i	i	i	-3	6	-0.1	i
Clc1ccc(Oc2ccccc2)c2ncccc12	i	i	-35	5	i	i	i	39	47	0.2	i
O=C(Nc1cccc(-c2cccc(F)c2)c1)C1CCN(C2CCC2)CC1	i	i	-33	0	i	i	i	0	-7	-0.8	i
CC(NC(=O)/C(=C/c1ccc(OC(F)F)cc1)c1ccccc1)c1ccccc1 (stereo not drawn)	i	i	-4	-10	i	i	i	43	3	-0.4	i
O=C(O)c1cccnc1C(=O)N1CCc2c([nH]c3ccccc23)C1C(F)(F)F (stereo not drawn)	i	i	1	3	i	i	i	-2	6	-0.5	i
COc1ccc(Nc2ccc(S(=O)(=O)N3CCCCCC3)cc2[N+](=O)[O-])cc1	i	i	23	-6	i	i	i	6	30	-0.2	i
CCCc1nnc(NC(=O)c2ccc([N+](=O)[O-])cc2)s1	i	i	12	2	i	i	i	-5	-67	-25	i
O=C(c1ccco1)N1CCN(Cc2cc(=O)c(OCc3c(F)cccc3Cl)co2)CC1	i	i	.	.	i	i	i	-3	5	-0.1	i
O=C(NCc1nc(-c2ccc(Cl)cc2)no1)c1ccco1	i	i	-9	-3	i	i	i	-15	-10	0.5	i
CC1CC(C)CN(C(=O)Cn2c(=O)oc3cc(S(=O)(=O)N4CCCC4)ccc32)C1 (stereo not drawn)	i	i	-31	-6	i	i	i	-1	14	-0.9	i
Cc1ccccc1N(C(=O)Cc1ccsc1)C(C(=O)NC1CCCCC1)c1ccc(F)cc1 (stereo not drawn)	i	i	-5	4	i	i	i	8	-9	-0.1	i

Reformatted: results already given.
Cc1ccc2c(c1)N(C(=O)CCC(=O)N1CCCCC1)CCO2
- TRPC4 agonist: i
- MrgX1 antagonist: i
- KLF5 inhibitor: -40
- IEC-6 cytotox: -6
- TRPC4 PAM: i
- TRPC6 activator: i
- TRPC4 block: i
- SKKanGAS inh: -3
- aSyn UTR inh: 6
- HIF act: -0.1
- TRPC6 inhibitor: i
Clc1ccc(Oc2ccccc2)c2ncccc12
- TRPC4 agonist: i
- MrgX1 antagonist: i
- KLF5 inhibitor: -35
- IEC-6 cytotox: 5
- TRPC4 PAM: i
- TRPC6 activator: i
- TRPC4 block: i
- SKKanGAS inh: 39
- aSyn UTR inh: 47
- HIF act: 0.2
- TRPC6 inhibitor: i

(listing goes on)
SMILES	TRPC4 agonist	MrgX1 antagonist	KLF5 inhibitor	IEC-6 cytotox	TRPC4 PAM	TRPC6 activator	TRPC4 block	SKKanGAS inh	aSyn UTR inh	HIF act	TRPC6 inhibitor
Cc1[nH][nH]c(=O)c1C(c1ccc(-c2ccccc2C(=O)O)o1)c1c(C)[nH][nH]c1=O	i	i	-20	-5	i	i	i	-1	4	-0.3	i
CCCC/C(O)=C1\C(=O)CCCC1=NCCc1c(C)[nH]c2ccccc12	i	i	-12	-5	i	i	i	4	-6	-0.6	i
O=C(CSc1nc(=O)n(CCCN2CCOCC2)c2c1CCCC2)Nc1ccc(Cl)cc1	i	i	.	.	i	i	i	-5	1	0.1	i
COc1ccc(-c2nnn(CC(=O)N(Cc3ccco3)C(C(=O)NCC3CCCO3)c3ccco3)n2)cc1 (stereo not drawn)	i	i	11	-5	i	i	i	-6	-15	0.0	i
O=C(COC(=O)c1c(Cl)cccc1Cl)NCC1CCCO1 (stereo not drawn)	i	i	-8	-7	i	i	i	-14	-10	-0.2	i
COc1ccc(C2/C(=C(\O)c3ccc4c(c3)CC(C)O4)C(=O)C(=O)N2Cc2cccnc2)c(OC)c1 (stereo not drawn)	i	i	-32	-3	i	i	i	3	0	-0.1	i

No enrichment for hits; any-hit rate near 5.8%.
